D2 antag: HTS Assay for Allosteric Antagonists of the Human D2 Dopamine Receptor: Primary Screen for Antagonists. HEK293 TREx D2 cells, calcium flux, dopamine EC80. AID 485344, 2010. D(2) dopamine receptor (Homo sapiens), P14416. inhibition, % at 10 µM. 340,000 compounds, 2% hits; in the data active = inhibition above about 30%; also: 0% is about no effect
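HEK293 T-REx D2 cells, tet-induced, calcium dye no-wash. Cpd pintool add, 180 s kinetic, then EC80 DA, 180 s kinetic. Ca flux read.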
Glioma ERSR ind: qHTS for Inducers of the Endoplasmic Reticulum Stress Response (ERSR) in Human Glioma: qHTS. U87-MG GRP78 promoter luciferase reporter, 16 h. Potency, µM, inactives show at the highest dose activation, hits mostly activators. 420,000 compounds, 0.02% hits. AID 602332, 2012; also: potency is read from the fitted curve at half-maximal effect; series mostly up to about 76 µM; % of control where 0% means no effect; nearly all actives have a fitted effect of over 35% in size
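ERSR induction read as luciferase luminescence (Bright-Glo, 10 min at room temperature) in stably transfected human U87-MG glioma cells exposed to compounds for 16 h, using GRP78 as sensor.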
RGS4 inh: Inhibitors of Regulator of G Protein Signaling (RGS) 4: qHTS | Regulator of G-protein signaling 4 (Homo sapiens), P49798 | Transcreener GDP fluorescence polarization, RGS4-accelerated GTP hydrolysis | Potency, µM (top dose mostly 114 µM), for inactives: at the top dose activity change, negative = inhibition, most hits filed as inhibitors | 390,000 compounds, 0.039% hits; also: potency is read from the fitted curve at half-maximal effect; % is scaled to controls: 0 for no effect and ±100 for the full control effect; nearly all actives have a fitted effect of over 75% in size; some results filed as inactive show a strong effect at the top dose
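MLSMR compounds (23 nl, pin-transferred) preincubated 10 min at room temperature with a 500nM (2x) first reagent, then RGS4 at 900nM (2x) plus Transcreener GDP mix added; fluorescence polarization (620/688 nm) read before and after 90 min at 30 °C.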
LDHA inh: qHTS assay for inhibitors of human lactate dehydrogenase | purified LDHA, NADH/diaphorase-resazurin fluorescence; stronger effect = lower value | activity change, % (values are at about 110 or 230 µM) | 480,000 compounds, 0.15% hits; in the data active = activity change below about -30%; inconclusive = mostly about -25% to -30%;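 also: plate controls were DMSO wells for no effect and wells without enzyme for full effect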
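Enzyme activity of human lactate dehydrogenase 5 (2 nM; 0.06 mM NADH, 0.2 mM pyruvate, 5 min, RT) is measured via a resazurin/diaphorase fluorescence readout of residual NADH.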
12-LOX inh: Primary qHTS assay for inhibitors of human arachidonate 12S-lipoxygenase (ALOX12): Round 2; Polyunsaturated fatty acid lipoxygenase ALOX12 (Homo sapiens), P18054; purified 12hLO, xylenol orange hydroperoxide absorbance; Potency, µM (doses to about 108 µM), inactives show top-dose activity change, negative = inhibition, most hits filed as inhibitors; 580,000 compounds, 1.1% hits; AID 1671190, 2021; also: potency is read from the fitted curve at half-maximal effect; % is scaled to controls: 0 for no effect and ±100 for the full control effect
Target sequence (P18054 whole entry, looked up): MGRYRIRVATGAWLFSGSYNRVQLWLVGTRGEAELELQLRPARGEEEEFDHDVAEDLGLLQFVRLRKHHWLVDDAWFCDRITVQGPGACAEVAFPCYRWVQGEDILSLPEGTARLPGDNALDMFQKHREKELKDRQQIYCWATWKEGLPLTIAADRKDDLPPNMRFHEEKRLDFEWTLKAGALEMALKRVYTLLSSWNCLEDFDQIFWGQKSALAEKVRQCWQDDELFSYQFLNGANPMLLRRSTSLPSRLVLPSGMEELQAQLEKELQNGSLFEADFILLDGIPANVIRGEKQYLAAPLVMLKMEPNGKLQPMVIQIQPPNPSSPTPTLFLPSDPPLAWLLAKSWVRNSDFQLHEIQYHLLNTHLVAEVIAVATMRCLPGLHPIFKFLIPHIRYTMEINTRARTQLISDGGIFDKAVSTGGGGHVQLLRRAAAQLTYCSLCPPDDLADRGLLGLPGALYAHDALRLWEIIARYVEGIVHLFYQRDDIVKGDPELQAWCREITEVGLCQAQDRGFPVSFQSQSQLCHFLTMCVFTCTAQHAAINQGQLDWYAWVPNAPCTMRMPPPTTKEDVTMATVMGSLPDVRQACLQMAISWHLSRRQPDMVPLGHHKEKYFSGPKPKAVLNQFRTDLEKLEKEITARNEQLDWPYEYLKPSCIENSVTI
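Purified human 12hLO (150 nM final) in 25 mM Hepes, 0.01% Triton X-100, pH 7.0 was preincubated 15 min at room temperature with compound. Then 40 uM arachidonic acid was added, 30 min. Hydroperoxide was read by Fe-XO absorbance ratio 573/405 nm.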
ERG Ets-DNA blk: qHTS for Small Molecule Inhibitors of the ERG Ets/DNA interaction; fluorescence polarization, His-ERG Ets domain / labelled DNA; AID 624246, 2012; Potency, µM (series often up to 76.9 µM), for the others: at the top dose FP activity, negative = inhibition, usual class: inhibitors; 370,000 compounds, 0.028% hits; active = well fitted inhibition curve with a large enough effect in the polarisation, with a control signal flat; inconclusive = small, poorly fitted or top-dose-only effect, or effect the other way, or a change in a side signal; inactive = no such curve, though single readings can be large or run the other way; the % refers to the polarisation;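 also: polarization taken with two DNA probes labelled with fluorescein and Texas red; potency is read from the fitted curve at half-maximal effect; % of control where 0% means no effect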
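His-tagged ERG Ets domain (1 uM in the protein solution; 300mM KCl, 50mM Tris-HCl, 1mM EDTA, 1mM DTT, pH 7.5) received compound, then a probe mix of 5 nM fluorescein-DNA and 100nM Texas-615-DNA. Fluorescence polarization was read for both dyes.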
Vif-A3F inh: qHTS for Inhibitors of Vif-A3F Interactions: qHTS. HeLa A3F-eYFP + Vif (tagged APOBEC3F with the HIV-1 protein that degrades it), YFP fluorescence increase. Potency, µM (doses to about 46.1 µM), for the others: at the highest dose activity, negative = active. 390,000 compounds, 0.2% hits; also: potency is read from the fitted curve at half-maximal effect; % of control where 0% means no effect; nearly all actives have a fitted effect of over 65% in size
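HeLa cells stably expressing Vif plus C-terminally eYFP-tagged A3F were seeded, incubated overnight at 37 deg C, dosed with compound, incubated overnight again at 37 deg C. Yellow fluorescence (Ex 488/Em 500-530) reported blocked Vif-mediated A3F-eYFP degradation.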
Vif-A3G inh: qHTS for Inhibitors of Vif-A3G Interactions: qHTS; DNA dC->dU-editing enzyme APOBEC-3G (Homo sapiens), Q9HC16; HeLa A3G-eYFP + Vif (tagged APOBEC3G with the HIV-1 protein that degrades it), YFP fluorescence, overnight; Potency, µM (highest dose often 46.1 µM), for the others: at the top dose activity, negative = active, actives largely listed as inhibitors; 410,000 compounds, 0.076% hits; AID 602310, 2012;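 also: potency is read from the fitted curve at half-maximal effect; % is scaled to controls: 0 for no effect and ±100 for the full control effect; nearly all actives have a fitted effect of over 60% in size; hits raise eYFP signal because A3G escapes Vif-driven loss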
Target sequence (Q9HC16 whole entry, looked up): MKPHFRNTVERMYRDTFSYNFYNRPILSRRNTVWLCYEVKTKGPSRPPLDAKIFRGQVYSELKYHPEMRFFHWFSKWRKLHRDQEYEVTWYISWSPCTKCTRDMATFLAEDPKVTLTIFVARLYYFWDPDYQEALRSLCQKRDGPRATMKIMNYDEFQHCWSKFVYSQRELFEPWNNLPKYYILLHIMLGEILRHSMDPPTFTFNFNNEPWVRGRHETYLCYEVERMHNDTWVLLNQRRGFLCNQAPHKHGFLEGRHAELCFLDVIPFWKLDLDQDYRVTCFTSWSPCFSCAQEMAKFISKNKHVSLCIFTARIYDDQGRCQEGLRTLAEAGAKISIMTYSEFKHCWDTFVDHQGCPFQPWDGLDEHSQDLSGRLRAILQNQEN
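Read-out is eYFP fluorescence (Ex 488/Em 500-530) from Vif-expressing HeLa A3G-eYFP cells; more signal means A3G escaped Vif-mediated degradation. Cells plated overnight, compound pinned in, incubated overnight at 37 deg C.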
D2 agonist: HTS Assay for Allosteric Agonists of the Human D2 Dopamine Receptor: Primary Screen for Agonists | D(2) dopamine receptor (Homo sapiens), P14416 | HEK293 T-REx D2 cells, calcium flux agonist mode | activation, % at 2 µM | 340,000 compounds, 0.53% hits;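 active = activation over 3 SD above normal in the single-dose calcium agonist read, cut at about 30% in these data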; also: 0% is about no effect
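Agonism scored from kinetic calcium signal (1 read/sec, 180 s) following compound pin transfer, after a 10 s baseline. Cells: HEK293 Trex line expressing inducible D2 receptor coupled to calcium, dye-loaded after overnight culture at 30 C.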
Active calls of the source: *; u = inconclusive; x = not tested or not shown; [ ] = dose if it differs, or a comment. Unless noted, calls follow the shape of the dose curve; as a rule, active = well fitted curve in the direction sought with a large enough effect; inconclusive = small, poorly fitted or top-dose-only effect, or another doubt; inactive = no such curve, though single readings can be large; an effect the other way counts as inactive or inconclusive. The list is partial, so the mix of outcomes need not match the whole.

no.	structure	Glioma ERSR ind	12-LOX inh	Vif-A3G inh	Vif-A3F inh	LDHA inh	D2 agonist	RGS4 inh	D2 antag	ERG Ets-DNA blk
1	Cc1ccc(C(O)P(=O)(OC2CCCCC2)OC2CCCCC2)cc1 (centres undefined)	-1%	-20%	0%	-3%	-6	x	11%	x	-1%
2	CC(C)CCOc1ccc(C(=O)NNC(=O)CNC(=O)c2ccccc2F)cc1	-2%	14%	1%	-4%	-4	x	-3%	x	-10%
3	Cc1cc(C)c2c(=O)n3c(nc2c1)C(Cc1ccccc1)NC(=O)c1cccnc1-3 (centres undefined)	-2%	u	-17%	-4%	-3	x	x	x	x
4	O=C(Nn1cnnc1)C1Cc2ccccc2CN1S(=O)(=O)c1ccc(F)cc1 (centres undefined)	-2%	-14%	2%	-1%	-8	-0.4	-20%	-8	-3%
5	COc1ccccc1/C=C1\SC(=S)N(CCC(=O)Nc2cc(C)on2)C1=O	-10%	u	-4%	-12%	-6	3.1	-16%	-10	12%
6	CSc1cccc(NC(=S)NCCCO)c1	1%	0%	0%	14%	-2	-0.1	-28%	15	-24%
7	O=C(O)c1ccc(/C=N/Nc2ncc(Cl)cc2Cl)cc1	7%	-14%	-9%	14%	-9	0.7	16%	-8	2%
8	CCOC(=O)c1[nH]c2c(c1C)C(=O)CC(c1ccc(OC)c(OC)c1)C2 (centres undefined)	-3%	144%[activator]	-1%	-1%	1	-0.8	8%	19	-4%
9	Cc1nnc2n(-c3ccccc3)c(=O)c3c4c(sc3n12)CCCC4	-1%	-9%	-8%	1%	-4	x	-5%[11.4 µM]	x	-8%
10	Cn1cccc1C(=O)OCC(=O)Nc1ccc2c(c1)OCCO2	-11%	1%	-1%	8%	-4	x	-7%	x	17%
11	CCOc1ccc(C(=O)Nc2ccc(CN3CCOCC3)cc2)cc1Cl	0%	2%	5%	1%	-3	1.6	-7%	-12	-12%
12	CCCCCCn1c(=O)c(Cc2ccccc2)c(O)c2ccccc21	-5%	-4%	1%	-4%	-4	-0.4	19%	-5	2%
13	O=C(CN1CCCC1)Nc1c2c(cc3c1CCC3)CCC2	-2%	-9%	-4%	-2%	-3	-1.8	15%	-2	x
14	Cc1c(CCC(=O)O)c(=O)oc2c(C)c3occ(-c4ccc(Cl)cc4)c3cc12	3%	u	-10%	-11%	-8	-2.3	-24%	-1	2%
15	Cc1ccc2c(c1)c1c(n2CC(O)Cn2c(C)nc3ccccc32)C(=O)CCC1 (centres undefined)	-2%	-1%	-3%	1%	2	0.5	0%	-9	-3%

Further results:
no.	structure	Glioma ERSR ind	12-LOX inh	Vif-A3G inh	Vif-A3F inh	LDHA inh	D2 agonist	RGS4 inh	D2 antag	ERG Ets-DNA blk
16	O=c1c2ccccc2nc(-c2ccco2)n1Cc1ccccc1	15%	u	-1%	2%	-1	-0.6	-17%	24	1%
17	COc1ccc([C@H]2CC(=O)C=C(c3ccccc3)C2)cc1OC	-2%	-10%	0%	-3%	1	0.0	3%	-20	7%
18	CCOC(=O)c1ccccc1NC(=O)COC(=O)C(CC)Oc1ccccc1 (centres undefined)	-4%	-6%	2%	-6%	1	x	x	x	x
19	C(=C\c1sc(Nc2ccccc2)n[n+]1-c1ccccc1)/c1ccccc1	-3%	50µM*	0%	-7%	1	x	-50%	x	-15%
20	C#CCOCCOCCOCCNc1nc(N2CCN(C(=O)[C@H](CC(N)=O)n3cc(C(N)[C@@H](C)CC)nn3)CC2)nc(N2CCN(C(=O)[C@H](CCC(=O)O)n3cc([C@@H](N)CCCCN)nn3)CC2)n1 (some centres undefined)	-3%	u	4%	3%	0	x	-3%	x	-9%
21	C=CCn1c(SCC(=O)N2CCOCC2)nc2sc3c(c2c1=O)CCCC3	-10%	-11%	-15%	3%	0	-1.3	-5%	-16	-1%
22	COc1ccc(C2NC(=O)c3ccccc3O2)cc1OC (centres undefined)	0%	7%	1%	-5%	0	-0.1	29%	0	x
23	Cc1ccc(S(=O)(=O)NCC(=O)OCc2csc(CC(=O)Nc3ccccc3C)n2)cc1C	-4%	313%[activator]	0%	10%	0	x	-1%	x	-1%
24	COc1cc2c(cc1OC)C(C)N(CC(=O)Nc1ccc(C)c(S(=O)(=O)N3CCOCC3)c1)CC2 (centres undefined)	7%	8%	1%	5%	-1	-0.1	9%	16	-4%
25	Cc1ccc(/C=N/n2c(-c3ccccc3)n[nH]c2=S)cc1	2%	u	2%	1%	-10	0.9	-11%	-1	-6%
26	C=C(C)CCC(C)N1CCC(n2nccc2NC(=O)CCCc2ccccc2)CC1 (centres undefined)	-3%	42%[activator]	0%	-1%	1	6.8	2%	-31	-12%
27	CCOc1ccc(CSCCNC(=S)Nc2ccc(OC)cc2)cc1	1%	45µM*	1%	0%	-1	-1.5	16%	-10	0%
28	COc1ccc(N2CCN(CNC(=O)c3ccccc3)CC2)cc1	-4%	-6%	0%	-1%	-1	-0.3	-10%	-24	4%
29	O=C(c1ccc(Cl)s1)N1CCN(c2nc3ccccc3s2)CC1	-3%	-5%	-16%	-1%	-1	-0.7	30%	1	-4%
30	Cc1onc(-c2ccccc2Cl)c1C(=O)Nc1ccc(-c2nnc3n2CCCCC3)cc1	-1%	0%	3%	-2%	-1	0.2	-5%	-4	1%

New compounds follow
no.	structure	Glioma ERSR ind	12-LOX inh	Vif-A3G inh	Vif-A3F inh	LDHA inh	D2 agonist	RGS4 inh	D2 antag	ERG Ets-DNA blk
31	CCOC(=O)N1CCN(S(=O)(=O)N2CCCC(C(=O)NCCc3ccc(OC)c(OC)c3)C2)CC1 (centres undefined)	-2%	-12%	-1%	1%	-4	-0.6	8%	5	1%
32	COCCN(C(=O)COC(=O)C12CC3CC(CC(C3)C1)C2)c1c(N)n(Cc2ccccc2)c(=O)[nH]c1=O	-8%	-16%	-4%	-11%	-5	x	10%	x	20%
33	CCOC(=O)Cn1c(C)cc(COC)c(C#N)c1=O	-4%	-14%	-4%	-6%	-2	-0.1	6%	-4	5%
34	CCOc1ccc(NS(=O)(=O)c2ccc3[nH]cc(C(=O)NCc4ccccc4)c(=O)c3c2)cc1	-4%	u	-24%	-15%	1	-0.5	-9%	x	-2%
35	OCCNc1nc(Nc2ccccc2OC(F)(F)F)nc(N2CCCC2)n1	-4%	2%	4%	1%	-4	x	14%	x	x
36	O=Cc1c(N2CCOCC2)nc2ccccn2c1=O	-1%	u	4%	10%	-9	0.3	19%	-7	-5%
37	NC(=O)CC(NC(=O)Cc1ccc(Cl)cc1)c1ccc(NCCc2ccccc2F)c([N+](=O)[O-])c1 (centres undefined)	-3%	-5%	-1%	-14%	-4	0.2	-8%	12	1%
38	O=C(CCc1nc(-c2ccccc2F)no1)Nc1cccnc1	-3%	-7%	0%	2%	-7	-0.3	-27%	-8	-9%
39	O=C(O)c1ccc2c(=O)n3c(nc2c1)/C(=C/c1ccc(Cl)c(Cl)c1)CC3	-3%	0%	1%	11%	-4	-1.6	u	15	-11%
40	CC(C(=O)Nc1sccc1C(N)=O)N1C(=O)C2CC=CCC2C1=O (centres undefined)	-2%	u	-2%	3%	-1	0.6	-33%	-16	8%
41	Cn1c(-c2ccc(Cl)nc2)nc2ccccc21	10%	6%	-8%	0%	-8	-0.1	-20%	-9	-11%

Quoted from above, compounds 1 to 7
no.	structure	Glioma ERSR ind	12-LOX inh	Vif-A3G inh	Vif-A3F inh	LDHA inh	D2 agonist	RGS4 inh	D2 antag	ERG Ets-DNA blk
1	Cc1ccc(C(O)P(=O)(OC2CCCCC2)OC2CCCCC2)cc1 (centres undefined)	-1%	-20%	0%	-3%	-6	x	11%	x	-1%
2	CC(C)CCOc1ccc(C(=O)NNC(=O)CNC(=O)c2ccccc2F)cc1	-2%	14%	1%	-4%	-4	x	-3%	x	-10%
3	Cc1cc(C)c2c(=O)n3c(nc2c1)C(Cc1ccccc1)NC(=O)c1cccnc1-3 (centres undefined)	-2%	u	-17%	-4%	-3	x	x	x	x
4	O=C(Nn1cnnc1)C1Cc2ccccc2CN1S(=O)(=O)c1ccc(F)cc1 (centres undefined)	-2%	-14%	2%	-1%	-8	-0.4	-20%	-8	-3%
5	COc1ccccc1/C=C1\SC(=S)N(CCC(=O)Nc2cc(C)on2)C1=O	-10%	u	-4%	-12%	-6	3.1	-16%	-10	12%
6	CSc1cccc(NC(=S)NCCCO)c1	1%	0%	0%	14%	-2	-0.1	-28%	15	-24%
7	O=C(O)c1ccc(/C=N/Nc2ncc(Cl)cc2Cl)cc1	7%	-14%	-9%	14%	-9	0.7	16%	-8	2%

Screening data: PubChem, National Center for Advancing Translational Sciences (NCATS)
